PriA SSB inh: blocks PriA binding to SSB C-terminal tail; inhibition, % at 33 µM; AlphaScreen SSBct-PriA binding, biotinylated peptide; 430,000 tested, 0.6% active; in the data active means inhibition mostly above about 37%, no sharp cut-off; inactive means mostly below about 20%;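 further: plate controls were negative control peptide for no effect and reference peptide for full effect; strong numbers were not always called active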
Starred values were filed as active, the others as inactive; & = joins results of further samples.

SMILES	PriA SSB inh
O=C(Cc1ccccc1Cl)NCCn1nc(C(F)(F)F)cc1C1CC1	-3
N#Cc1ccc(S(=O)(=O)NC[C@H]2Cc3ccccc3CO2)cc1	-9
NC(N)=NN=Cc1c(Cl)cccc1Cl	2
Cc1ccsc1[C@@H](O)CNS(=O)(=O)c1ccc(OCC(C)C)cc1	-4
CC(N)=C(C#N)C(=O)CSc1nnc(NC(C)C)s1	-5
Cc1ccsc1C1=NNC(=CC(=O)NCc2ccc(Cl)cc2)O1	-2
CCOc1ccc(NC(=O)CSc2nccn3nc(-c4ccc(F)cc4)cc23)cc1	-18
Cc1cc(C(=O)NCCOc2cccc3cccnc23)c(C)o1	-12
CC(=O)Nc1ccc(SCCCC(=O)Nc2ccncc2)nn1	-13&-5
CS(=O)(=O)N1CCC(CNC(=O)c2c(F)cccc2F)CC1	-15
O=C(Nc1nnc(-c2cc(Cl)ccc2Cl)o1)C1COc2ccccc2O1 (configuration not stated)	4
CC(C)(C)c1cc(N2CCN(C3CCCC3)CC2)n2ncc(-c3ccccc3)c2n1	-1
Cc1ncn(CC(=O)NC2CCN(c3nccs3)CC2)c(=O)c1C	3
Cc1ccc(C(=O)NN=Cc2ccoc2)cc1C	2
Cc1nnc2sc(=S)[nH]n2c1=O	-8
CCOc1ccc2nc(NC(=O)c3ccc(S(=O)(=O)N4CCCC4)cc3)sc2c1	-16
O=C(CCSc1ccc(F)cc1)Nc1nccs1	-17
CC1CCN(S(=O)(=O)c2ccc(NC(=O)C(C)Oc3ccc(F)cc3)cc2)CC1 (configuration not stated)	-8
CSCCC(C)(O)CNC(=O)C1(c2ccc(F)cc2)CC1 (configuration not stated)	5
Cn1nc2cc(Br)ccc2c1C(=O)N1CC(N2C(=O)C3CC=CCC3C2=O)C1 (configuration not stated)	4
CC(=NNC(N)=S)C1(C)CC2(CC(C)(C)OC2=O)C(=O)O1 (configuration not stated)	4
Cc1ccccc1-c1nc(CSc2nc3c(c(=O)[nH]2)CCCC3)c(C)o1	-13
Cc1ccc(Nc2ccc(NC(=O)Nc3ccc(F)c(Cl)c3)cc2)nn1	-12
O=C(CC1SC(=NN=Cc2c[nH]c3ccccc23)NC1=O)Nc1ccccc1 (configuration not stated)	0
NC(=NOC(=O)c1ccco1)c1ccccc1	-8

The last 2 records of the section above are carried over, then new ones follow:
SMILES	PriA SSB inh
O=C(CC1SC(=NN=Cc2c[nH]c3ccccc23)NC1=O)Nc1ccccc1 (configuration not stated)	0
NC(=NOC(=O)c1ccco1)c1ccccc1	-8
Cc1csc(C(=O)NCC2CCN(c3ncccn3)CC2)c1	-19
O=C(NCCc1cccs1)C1COCC(=O)N1Cc1ccccc1 (configuration not stated)	-15
N#CCN1CCC(COCc2ccc(C#N)cc2)CC1	-3
CCCCCOc1ccc(/C=C(/C#N)C(=O)Nc2ccccc2)cc1	2
CCOC(=O)/C=C/C(=O)Nc1sc2c(c1C(=O)OC)CCC2	3
CCN1C(=O)C(C)(C)COc2cc(N)ccc21	26
CCCn1c(=NC(=O)C2=COCCO2)sc2c(C)cc(C)cc21	-12
O=C1Nc2ccccc2C1=Nc1cccc(C(F)(F)F)c1	-4
COc1cccc2cc(C(=O)NCCc3nc4c(c(C(F)(F)F)n3)CCCC4)oc12	-20
N#C/C(=C\c1ccc(OC(=O)c2ccc(S(=O)(=O)N3CCCCC3)cc2)cc1)c1nc2ccccc2s1	-13
COc1c(C=NNc2nc(N3CCCCC3)nc(N3CCCCC3)n2)cccc1[N+](=O)[O-]	10
O=C(Cc1ccc(Cl)cc1)N1CCN(c2cnnc(N3CCCC3)c2)CC1	-5
COC(=O)c1sccc1S(=O)(=O)Nc1ccccc1Cc1nc(-c2ccco2)no1	-18
Cc1ccccc1NC(=O)Cc1csc(SCC(=O)c2cccs2)n1	-8
Cc1cc(C)nc(SCc2cc(=O)c(OC(=O)c3c(-c4ccccc4Cl)noc3C)co2)n1	11
O=C1/C(=C/Nc2ccc(Br)cc2F)S(=O)(=O)N(Cc2ccccc2)c2ccccc21	-2
CCOc1ccc(-n2nnc(C(=O)Nc3ccccc3CC)c2COC)cc1	-12
Cc1ccc(N2CC(C(=O)N3CCC(Oc4ncccc4Cl)CC3)CC2=O)cc1C (configuration not stated)	1
Cc1ccc(CNC(=O)c2nnn(Cc3ccccc3F)c2-c2ccncc2)o1	-14
O=C(NCCc1cccs1)C1CCN(S(=O)(=O)N2CCCC2)CC1	-15
Cc1cccn2c(=O)nc(SCCC3OCCO3)nc12	12
CC(=O)c1c(C)oc2ccc(NS(=O)(=O)c3ccc(C(C)C)cc3)cc12	-11
CCOC=Nc1c(C#N)c2c(c(=S)n1C)COC(C)(C)C2	-4
CCN1CCN(C(=O)c2ccc(F)cc2)CC1	-23
O=C(NCCCCN1CCOC(c2ccccc2)C1)C(=O)Nc1ccc2c(c1)OCO2 (configuration not stated)	-8
More compounds follow:
SMILES	PriA SSB inh
CCN(CC)CCN(C(=O)c1ccc(C(=O)c2ccccc2)cc1)c1nc2c(Cl)cccc2s1	33
COC(=O)c1cc(-c2ccc(C)o2)n[nH]1	6
COc1ccc(C=NNC(=S)SC)cc1OC	3
CC(C)(O)/C=C/C(=O)C(C)(O)C1[C@H](O)C[C@@]2(C)C3CC=C4C(C[C@H](O)[C@@H](O)C4(C)C)[C@]3(C)C(=O)C[C@]12C (some centres not stated)	4
O=C(Nc1ccc2ncsc2c1)c1cc(Cl)sc1Cl	11
CCc1ccc(S(=O)(=O)N2CCN(c3ncnc4c3nnn4Cc3ccccc3)CC2)s1	1
CC1CCC(C(C)C)C(OC(=O)C[P+](c2ccccc2)(c2ccccc2)c2ccccc2)C1 (configuration not stated)	9
Cc1ncn(CC(=O)Nc2cnn(C3CCOC3)c2)c(=O)c1C (configuration not stated)	-16
CC1(C)Oc2ccc3ccc(=O)oc3c2C(C=NO)=C1Cl	10
Cc1cc(NC(=O)c2cc3ccccc3o2)n(-c2nc3c(cnn3-c3cccc(C)c3C)c(=O)[nH]2)n1	9&11
CC1C(=O)NCCN1C(=O)COc1ccc(Cl)cc1Cl (configuration not stated)	-12
CCOC(=O)c1ccc(NC(=O)c2ccc(=O)n(Cc3ccccc3F)c2)cc1	0&4
O=C(Nc1ccc(F)cc1F)c1ccc(-c2ccccc2)cc1	-2
COc1ccccc1CNC(=O)C(=O)NC[C@H]1CCCN1S(=O)(=O)c1cc(C)ccc1C	-4
CCOc1ccc(C=NOCC(=O)Nc2ccc3c(c2)OCO3)cc1	5
O=C(Nc1ccccc1)Nc1nc(S(=O)(=O)Cc2ccccc2)ns1	-15&-4
COc1cc(C=Nn2cnnc2)ccc1OCCSc1ccc(C)cc1	-1
Cc1c(C(=O)O)nnn1-c1ccccc1Br	9
C[C@@H](CCc1ccccc1)NC(=O)c1cn[nH]n1	1
O=C(Nc1cnn(C[C@H]2COc3ccccc3O2)c1)c1ccccc1S(=O)(=O)C(F)F	0
COc1ccccc1-c1cc(C(=O)N2CC(n3cc(-c4ccccc4)nn3)C2)[nH]n1	2
C=CCn1c(SCc2ccc(C(F)(F)F)cc2)nc2c([nH]c3ccccc32)c1=O	-5
Cc1cccc(C=NNC(=O)c2ccc(NC(=O)c3cccc(Cl)c3)cc2)n1	-4
O=C(Nc1nnc(C2CCCCC2)s1)c1ccccn1	70*
CC(=NNC(=O)c1ccc(N)cc1)C1CC1	3
Next section.
SMILES	PriA SSB inh
C/C(Cl)=C/CSc1nc2c(c(=O)[nH]c(=O)n2C)n1CC(O)COc1ccc(Cl)cc1 (configuration not stated)	-2
CC(CC(=O)NC(C)C)=NNC(=O)C(c1ccccc1)c1ccccc1	-15
O=C(NN=C(CC(=O)c1cccs1)C(F)(F)F)c1ccncc1	0
Cc1ccc(C(=O)Nc2nnc(Cc3ccccc3)o2)cc1C	-5
c1ccc2[nH]c(CSc3ncn[nH]3)nc2c1	-2
Cc1ccc(/C=N\NC(=O)CNC(=O)c2ccc(C)c([N+](=O)[O-])c2)o1	7
COc1cccc(/C=C/c2nc(C#N)c(N3CCN(C(=O)c4ccccc4Cl)CC3)o2)c1	-5
O=C(CN1CCC(c2nc3ccccc3[nH]2)CC1)Nc1ccccc1F	-3&-1
O=C(CCCS(=O)(=O)c1ccc(F)cc1)Nc1nc(-c2cc([N+](=O)[O-])cs2)cs1	10
CCCCCCCOc1ccc(OC(=O)c2cccc(C(=O)OC)n2)cc1	-5
COc1cc(C(=O)NCC(c2ccco2)S(=O)(=O)c2ccc(F)c(C)c2)c([N+](=O)[O-])cc1OC (configuration not stated)	-1
O=C(Cc1ccc2c(c1)OCO2)N1CCCC[C@H](c2ccc(F)cc2)C1	-5
O=C(COc1ccc(C=NNS(=O)(=O)c2ccccc2)cc1)Nc1ccccc1	9
O=C(Cc1csc(NC(=O)C2CCC(=O)N2)n1)NCc1cccs1 (configuration not stated)	-2
Cc1nc(SCc2cccc(Cl)c2)[nH]c(=O)c1CC(=O)Nc1ccc2c(c1)OCO2	-7&-4
Cc1cc(SCC(N)=O)nc2ccccc12	6
COc1ccc(NC(=Nc2nc(C)cc(C)n2)NC(=O)Nc2ccc(Cl)c(Cl)c2)c(OC)c1	-9
CC(C)Sc1nc(N2CCCC2)c2cnn(CCNC(=O)Cc3ccc(F)cc3)c2n1	-7
CCn1nnc2c(N3CC(C(=O)N4CCc5ccccc54)C3)ncnc21	4
O=C(NC(c1cccnc1)C1CCOCC1)c1cc(-c2ccco2)[nH]n1 (configuration not stated)	-6
O=C(CSc1nc(CC(=O)Nc2nccs2)cs1)Nc1ccc(F)cc1	-1
CCC(=O)Nc1ccc(C(=O)NN=Cc2ccc([N+](=O)[O-])cc2)cc1	4
CC(C)(C)c1nnc(NN=Cc2ccc(O)cc2)n(N)c1=O	14
CCn1c(C2CCN(C(=O)c3cc4ccccc4[nH]3)CC2)nn(CCOC)c1=O	-3
CC(C)(C)c1cc[n+](-c2[nH]c(=O)sc2C=NNC([S-])=Nc2ccccc2)cc1	-1
Following part.
SMILES	PriA SSB inh
O=C(CSCc1ccccc1)NCc1cncc(-c2ccsc2)c1	-16
COc1ccccc1N1CCN(C(=O)COc2ccnc3c2CCCC3)CC1	-16
COc1ccc(N2CC(c3nc(-c4ccccn4)no3)CC2=O)cc1OC (configuration not stated)	4
CCOc1ccc(NC(=O)Cn2c(CC)nc3c(sc4cccc(F)c43)c2=O)cc1	0
CC(Cn1cnc([N+](=O)[O-])n1)=NNC(=O)c1ccccc1F	-8
Cc1nc(N(C)C)nc(C)c1NC(=O)c1ccc(Oc2ncccn2)cc1	-5
COc1ccc(/C=C/C(=O)Oc2cccc(C=NNC(=O)c3cccc(F)c3)c2)cc1	-14
Cc1noc(CNC(=O)C2CCN(C(=O)c3cc(C)oc3C)CC2)n1	-17
O=C(CSc1ccc(F)cc1)NCC#CCOc1ccc2c(c1)OCO2	26
COc1cc(-c2n[nH]c(=S)o2)cc(OC)c1OC	-4
Cc1cccc(N2CCN(C(=O)Cn3ccc4ccccc43)CC2)c1	-8
O=C(c1ccccc1)N1CCCc2cc(NS(=O)(=O)c3ccc(Cl)s3)ccc21	-6
COc1ccc(C)c2sc(N(Cc3ccccn3)C(=O)[C@@H]3CCCN3S(=O)(=O)c3cccs3)nc12	1
CC(=NNC(=O)c1nnn(-c2nonc2N)c1-c1cccs1)c1cccc(O)c1	-16
NC(=O)Cc1csc(Nc2cccc(Cl)c2)n1	0
CC(=O)c1cnc(N)s1	-11
O=C(Nc1nc2c(s1)CN(C(=O)Nc1cccc(Cl)c1)CC2)c1ccsc1	-7
CCc1nnc(C2CCN(S(=O)(=O)c3cc(C)ccc3OC)CC2)s1	7
COc1ccc(OC)c(S(=O)(=O)Nc2ccc(CN3CCN(C)CC3)cc2)c1	-1
COc1ccccc1-c1ccc(N2CCN(C(=O)CC(C)(C)C)CC2)nn1	-7
Cn1nnc2c(N3CC(C(=O)N4CCc5ccccc5C4)C3)ncnc21	5
O=C(/C=C/c1ccccc1)NC(=S)NCC1CCCO1 (configuration not stated)	-5
CS(=O)(=O)N1N=C(c2ccc(Cl)cc2)CC1c1ccco1 (configuration not stated)	24
O=S(=O)(Cc1ccccc1Cl)NCC1(O)CCCC1	-11
COc1ccccc1-c1cc2c(SCC(=O)Nc3ccccc3)nccn2n1	-8

16 structures from above, ordered by heavy-atom count, low to high:
SMILES	PriA SSB inh
CC(=O)c1cnc(N)s1	-11
NC(=O)Cc1csc(Nc2cccc(Cl)c2)n1	0
COc1cc(-c2n[nH]c(=S)o2)cc(OC)c1OC	-4
O=S(=O)(Cc1ccccc1Cl)NCC1(O)CCCC1	-11
O=C(/C=C/c1ccccc1)NC(=S)NCC1CCCO1 (configuration not stated)	-5
CS(=O)(=O)N1N=C(c2ccc(Cl)cc2)CC1c1ccco1 (configuration not stated)	24
CC(Cn1cnc([N+](=O)[O-])n1)=NNC(=O)c1ccccc1F	-8
O=C(CSCc1ccccc1)NCc1cncc(-c2ccsc2)c1	-16
Cc1noc(CNC(=O)C2CCN(C(=O)c3cc(C)oc3C)CC2)n1	-17
Cn1nnc2c(N3CC(C(=O)N4CCc5ccccc5C4)C3)ncnc21	5
COc1ccccc1-c1ccc(N2CCN(C(=O)CC(C)(C)C)CC2)nn1	-7
COc1ccccc1-c1cc2c(SCC(=O)Nc3ccccc3)nccn2n1	-8
CC(=NNC(=O)c1nnn(-c2nonc2N)c1-c1cccs1)c1cccc(O)c1	-16
CCOc1ccc(NC(=O)Cn2c(CC)nc3c(sc4cccc(F)c43)c2=O)cc1	0
COc1ccc(/C=C/C(=O)Oc2cccc(C=NNC(=O)c3cccc(F)c3)c2)cc1	-14
COc1ccc(C)c2sc(N(Cc3ccccn3)C(=O)[C@@H]3CCCN3S(=O)(=O)c3cccs3)nc12	1

Carrying on.
SMILES	PriA SSB inh
CCOc1cc(C)c(Cl)cc1S(=O)(=O)N1CCCCC1CC (configuration not stated)	-18
CCOc1ccc(S(=O)(=O)NCC[C@@H](CCO)c2ccccc2)cc1F	-21
Cc1csc(NC(=O)Cc2cc(-c3ccc(Cl)cc3)on2)n1	8
Cc1nc(C(=O)N(Cc2ccco2)Cc2nn(C)c3c2CCC3)cs1	18
Cc1ccccc1-c1nc(C)c(CNC(=O)c2ccc(Cn3ccnc3)cc2)s1	16
COc1ccc(Cl)cc1S(=O)(=O)NCc1ccnc(-c2ccsc2)c1	-5
CC1(C)COc2cc(NS(=O)(=O)c3ccccc3)ccc2NC1=O	-6
CS(=O)(=O)N1CCCc2ccc(NC(=O)C(=O)NCCc3ccc(S(N)(=O)=O)cc3)cc21	-15

Bioassay records as filed in PubChem.

Not all compounds are listed (hit frequency here may not be typical).
